High-throughput results (PubChem BioAssay)
TSHR antagonist = blocks TSH signaling through the human TSH receptor | P16473 | TSHR-expressing cells, TSH-stimulated cAMP HTRF, 2 h; stronger effect = lower value | activity change, negative = inhibition, % at 11.5 µM | 330,000 compounds, 0.2% hits;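 active means activity change below a set negative limit, meaning inhibition stronger than a set level, cut at about -70% in these data; inconclusive means activity change between two set negative limits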; further: on the % scale 0 is the no-effect control and ±100 the full control effect
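TSHR-expressing cells were treated with compounds, then stimulated with TSH at EC80 (4nM final) for 2 hours at 37 deg C. Cellular cAMP was measured by HTRF competition between lysate cAMP and cAMP-d2 for a cryptate-labelled anti-cAMP antibody.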
Mito fusion act = mitochondrial division inhibition or fusion activation; Potency, µM (highest dose often 46.1 µM), for inactives: top-dose growth rescue (activation), hits mostly activators; S. cerevisiae fusion-defective mutant growth rescue, CellTiterGlo 48 h; 320,000 compounds, 0.23% hits; AID 485298;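 further: potency means the concentration at half of the fitted maximal effect; % of control where 0% means no effect; nearly all actives have a fitted effect of over 45% in size; temperature-sensitive fusion mutants such as fzo1-1 at 37 °C on non-fermentable ethanol glycerol medium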
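Temperature-sensitive fusion-defective S. cerevisiae (e.g. fzo1-1, mgm1-5) were grown with compound in YPEG medium (3% ethanol, 3% glycerol) for 48 hours at 37C. Growth rescue was measured as viability by CellTiterGlo luminescence after 10 minutes at ambient.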
Integrin act MD = integrin-mediated muscular dystrophy alleviation activation; 350,000 compounds, 0.064% hits; alpha7betagal myoblasts, beta-gal FDG fluorescence, 48 h; Potency, µM (doses to about 38.3 µM), for the others: top-dose activation, most hits filed as activators;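 further: potency means the concentration at half of the fitted maximal effect; 100% = response of the positive control SU9516; nearly all actives have a fitted effect of over 60% in size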
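Alpha7betagal+/- myoblasts (passage 13) were plated 16-24 hr, then exposed to compounds (1:260 dilution of DMSO stock) for 48 hours at 37C. After MPER lysis, β-galactosidase reporter activity was read as FDG fluorescence (ex 480/em 540) after 30 minutes.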
A-T KAP1 phos = potential ataxia-telangiectasia treatments restoring KAP-1 phosphorylation; Potency, µM (doses to about 57.5 µM), without a hit: at the top dose activation, usual class: activators; […] A-T fibroblasts, KAP-1 phosphorylation AlphaLISA; neocarzinostatin DNA damage 30 min before lysis; 320,000 compounds, 0.19% hits; further: potency means the concentration at half of the fitted maximal effect; % of control where 0% means no effect; nearly all actives have a fitted effect of over 45% in size
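ATM-like activity read as KAP-1 phosphorylation via AlphaLISA donor/acceptor antibody pairs after lysis and 6 hr at 25C. Cells were ATM-null patient fibroblasts ([…], hTERT), dosed 60 min, then exposed to the DSB inducer NCS for 30 min.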
TSG101-PTAP inh = blocks PTAP/TSG101 interaction to inhibit HIV-1 budding; 340,000 tested, under 10 active; Potency, µM (top dose mostly 115 µM), inactives show at the highest dose activity change, negative = inhibition, actives largely listed as inhibitors; Q99816; AID 493005; Fluorescence polarization, FITC-PTAP peptide / Tsg101 binding; active means well fitted inhibition curve with a large enough effect in the main read-out, with a control signal flat, not every such curve was filed as active; inconclusive means small, poorly fitted or top-dose-only effect, or effect the other way, or a change in a side signal; inactive means no such curve, though single readings can be large or run the other way; further: potency means the concentration at half of the fitted maximal effect; % of control where 0% means no effect
Target sequence (Q99816 whole entry, looked up): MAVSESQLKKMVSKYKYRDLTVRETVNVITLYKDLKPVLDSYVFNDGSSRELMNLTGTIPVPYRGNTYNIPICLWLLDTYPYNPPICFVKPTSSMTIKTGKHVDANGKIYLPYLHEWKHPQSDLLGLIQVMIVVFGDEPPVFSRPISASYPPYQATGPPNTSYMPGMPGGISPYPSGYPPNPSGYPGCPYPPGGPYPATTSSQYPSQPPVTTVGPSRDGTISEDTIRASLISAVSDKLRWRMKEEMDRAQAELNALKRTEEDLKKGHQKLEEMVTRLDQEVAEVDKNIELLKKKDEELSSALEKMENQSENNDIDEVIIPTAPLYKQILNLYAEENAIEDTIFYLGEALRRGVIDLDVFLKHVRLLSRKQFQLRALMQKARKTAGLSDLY
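Tsg101 binding domain (10 uM final) was mixed with compound and a FITC-labeled PTAP peptide (50 nM final) in HEPES pH 7.5 buffer with NaCl, Tween 20, EDTA and TCEP; fluorescence polarization was read after 20 min at r.t.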
TCR activator = activators of T cell receptors; Potency, µM (highest dose often 9.22 µM), inactives show at the highest dose activation of IL-2 secretion, hits mostly activators; 330,000 tested, under 10 active; primary human leukocytes, anti-CD3, IL-2 HTRF, 48 h; further: % of control where 0% means no effect
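Human primary leukocytes + a-CD3 beads + cpd, 48 hr; IL-2 in supernatant by HTRF (ex 320nm / em 665nm). No co-stimulatory signal supplied.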
CXXC DNA block = blocks binding of human MLL CXXC domain to DNA. Q03164. MLL-CXXC / FITC-HOXA9 DNA fluorescence polarization. Potency, µM (highest dose often 115 µM), inactives show top-dose activity change, negative = inhibition, actives largely listed as inhibitors. 290,000 compounds, 0.037% hits; active means well fitted inhibition curve with a large enough effect in the polarisation, with a control signal flat, not every such curve was filed as active; inconclusive means small, poorly fitted or top-dose-only effect, or effect the other way, or a change in a side signal; inactive means no such curve, though single readings can be large or run the other way; the % refers to the polarisation; further: potency means the concentration at half of the fitted maximal effect
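Purified MLL-CXXC (added from a 7 uM solution) was preincubated 5 min at ambient with pinned compounds in 50 mM Tris-HCl pH 7.5, 50 mM NaCl, 1 mM DTT, 0.05% BSA. Fluorescein-labeled HOX-A9 DNA (50 nM solution) followed, 30 min, then polarization read.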
MBNL1-CUG inh = blocks human MBNL1 binding to CUG repeat RNA. Q9NR56. TR-FRET MBNL1-His/biotin-(CUG)12 binding, 665/545 ratio. Potency, µM (top dose mostly 57.5 µM), inactives show at the top dose activity change, negative = inhibition, usual class: inhibitors. 280,000 compounds, 0.036% hits. AID 2675; active means well fitted inhibition curve with a large enough effect in the signal ratio, with a control signal flat, not every such curve was filed as active; inconclusive means small, poorly fitted or top-dose-only effect, or effect the other way, or a change in a side signal; inactive means no such curve, though single readings can be large or run the other way; the % refers to the signal ratio; further: potency means the concentration at half of the fitted maximal effect; on the % scale 0 is the no-effect control and ±100 the full control effect
Target sequence (Q9NR56 whole entry, looked up): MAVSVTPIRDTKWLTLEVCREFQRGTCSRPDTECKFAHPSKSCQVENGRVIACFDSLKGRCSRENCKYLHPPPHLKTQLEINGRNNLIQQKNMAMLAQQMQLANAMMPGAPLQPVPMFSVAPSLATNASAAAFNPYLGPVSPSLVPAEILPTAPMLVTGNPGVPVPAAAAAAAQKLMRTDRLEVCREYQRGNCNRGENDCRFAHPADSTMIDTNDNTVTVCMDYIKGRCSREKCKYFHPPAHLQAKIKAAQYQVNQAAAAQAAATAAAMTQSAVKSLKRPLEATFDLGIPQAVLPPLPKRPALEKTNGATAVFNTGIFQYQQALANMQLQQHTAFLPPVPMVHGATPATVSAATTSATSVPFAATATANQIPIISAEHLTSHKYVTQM
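TR-FRET between His-tagged MBNL1 and biotin-(CUG)12 RNA, detected with Tb anti-His antibody (0.055 ng/ul) and streptavidin-XL665 (5 nM), 60 min at room temperature. Compounds titrated 92 nM to 58 uM; 665/545 nm ratio normalized to buffer and complex controls.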
Menin-MLL TR inh = menin-MLL binding inhibition, Texas Red mutant peptide. Menin + Texas Red MLL mutant peptide, fluorescence polarization. Potency, µM (titrated, usually from 61.6 µM), without a hit: top-dose FP activity change, negative = inhibition, hits mostly inhibitors. 270,000 compounds, 0.23% hits. AID 1768; active means well fitted inhibition curve with a large enough effect in the polarisation, with a control signal flat, not every such curve was filed as active; inconclusive means small, poorly fitted or top-dose-only effect, or effect the other way, or a change in a side signal; inactive means no such curve, though single readings can be large or run the other way; the % refers to the polarisation; further: potency means the concentration at half of the fitted maximal effect; % of control where 0% means no effect; many of its hits are not listed in these tables
ASM inhibitor = human S-ASM enzyme inhibition. P17405. placental ASM, HMU-PC fluorogenic substrate, 60 min. Potency, µM (series often up to 57.5 µM), without a hit: at the top dose activity change, negative = inhibition, hits mostly inhibitors. 340,000 compounds, 0.006% hits. AID 504937; further: potency means the concentration at half of the fitted maximal effect
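qHTS format. ASM enzyme prepared from human placenta hydrolyses the fluorogenic substrate HMU-PC0 (9 uM final) over 60 min at 37 °C after a 10 min compound preincubation.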
* hit, by the source's call; ? = inconclusive; · = not tested or not shown; [ ] = dose if it differs, or a comment. Unless noted, the call rests on the fitted dose curve; in most records, active means well fitted curve in the direction sought with a large enough effect; inconclusive means small, poorly fitted or top-dose-only effect, or another doubt; inactive means no such curve, though single readings can be large; an effect the other way counts as inactive or inconclusive.

SMILES	TSHR antagonist	Mito fusion act	Integrin act MD	A-T KAP1 phos	TSG101-PTAP inh	TCR activator	CXXC DNA block	MBNL1-CUG inh	Menin-MLL TR inh	ASM inhibitor
CCN(CC1CCCN(CCc2cccc(F)c2)C1)C(=O)c1cc(C)oc1C (stereo not drawn)	8	-2%	-17%	3%	-1%	2%	0%	0%	·	6%
COc1cccc(-n2nnc3c(=O)n(Cc4ccc(F)cc4)cnc32)c1	-8	1%	-8%	-1%	-4%	·	-7%	1%	-17%	-4%
CCN(CC(=O)NCc1ccc(F)cc1)CC(O)COCc1cccc(OC)c1 (stereo not drawn)	9	-3%	5%	10%	-3%	4%	2%	-7%	-10%	3%
O=C1CC(c2ccccc2)n2nc(NC(=O)c3cccnc3)nc2N1 (stereo not drawn)	·	-2%	·	-5%	·	·	-7%	-20%	1%	·
Cc1cc(NC(=O)C(C)C)ncc1NC(=O)c1cccc(F)c1	12	-1%	10%	-8%	-2%	-3%	-4%	-5%	8%	-3%
CCc1sc(C(=O)Nc2ccccc2N2CCOCC2)cc1C	-15	1%	9%	3%	0%	8%	-7%	0%	5%	-6%
COC(=O)CN(n1cnnc1)S(=O)(=O)c1ccccc1Cl	7	0%	-5%	-1%	-9%	·	24%	0%	·	-3%
CCN(C(=O)c1ccc(Cl)cc1[N+](=O)[O-])c1ccccc1C	26	0%	1%	-5%	-3%	-1%	6%	?	-15%	-1%
CCOC(=O)C1CCN(Cc2ccccc2C)CC1	14	2%	5%	4%	-4%	-7%	9%	-3%	5%	3%
CCOC(=O)C(NC(=O)Nc1ccc(F)cc1)(OCC)C(F)(F)F (stereo not drawn)	3	-6%	18%	-3%	-2%	3%	0%	0%	0%	0%
O=C(Nc1ccccc1F)c1ccc2snnc2c1	-13	-1%	45%	4%	-3%	0%	21%	?	7%	2%
COc1ccc(NC(C)=O)cc1NC(=O)CSc1nnc(-c2ccccc2)n1N	·	-3%	-4%	·	1%	-17%	-6%	1%	6%	-3%
Cc1cc2ncn(CCOc3ccccc3)c2cc1C	-6	-7%	-18%	12%	0%	6%	-2%	9%	-20%	-4%
CC(C)C(=O)Nc1ccc(C(=O)Nc2nnc(C(C)C)s2)cc1	-14	-2%	-3%	3%	1%	0%	2%	-8%	-27%	18%
CC(C)C(C)NC(=O)COC(=O)/C=C/c1ccc(S(=O)(=O)N2CCc3ccccc32)cc1 (stereo not drawn)	5	2%	-13%	6%	0%	7%	-11%	2%	10%	-14%
COc1ccc(CCNC(=O)c2cccc(-n3cnnn3)c2)cc1	4	·	6%	7%	-2%	5%[46.1 µM]	·	·	·	-2%
COc1ccccc1CNC(=O)[C@H](NC(=O)C1CCN(C(=O)[C@@H](N)CCSC)CC1)C(C)C	16	0%	5%	2%	2%	-5%	17%	8%	-16%	3%
Cc1nc2ccccc2c(=O)n1NC(=O)c1c(O)c2ccccc2n(C)c1=O	-1	15%	·	0%	·	·	-2%	4%	-7%	·
Cc1nnc(C)n1/N=C/c1ccccn1	-2	-2%	10%	0%	0%	-19%	9%	1%	-3%	0%
O=[N+]([O-])c1ccccc1/C=N/n1c(-c2cccnc2)n[nH]c1=S	-8	3%	-24%	-10%	-5%	1%[46.1 µM]	14%	7%	2%	4%
O=C(CSc1nnc(SCC(=O)c2ccco2)s1)c1ccco1	4	-2%	-10%	2%	0%	3%	-4%	8%	?	1%
CC(C)COc1ccc(C(=O)Nc2ccc(SC(F)F)cc2)cc1	-6	-4%	7%	7%	1%	0%[46.1 µM]	?	·	-19%	4%
N/C(Cc1ccc(Cl)cc1)=N\OC(=O)C1CCCCC1	-4	-28%	10%	7%	0%	-2%[46.1 µM]	6%	·	-20%	5%
CCc1cc(C(c2ccccc2OC)N2CCOCC2)c(NC(=O)c2ccccc2)s1 (stereo not drawn)	11	9%	-31%	5%	0%	0%	14%	2%	-5%	2%
Nc1cc(=O)[nH]c(SCC(=O)c2ccc(F)cc2)n1	-1	2%	0%	12%	-3%	-1%	1%	-1%	41%[activator]	0%
CC(C)OCC(O)CN1CCNCC1 (stereo not drawn)	-18	1%	-9%	4%	-3%	3%	2%	0%	14%	5%
O=C1C2CC=CCC2C(=O)N1Cc1nnc(-c2ccccc2Br)o1 (stereo not drawn)	-7	-2%	8%	-7%	-1%	0%	-3%	-13%	·	5%
CN(C)CCNC(=O)c1cccc2nc3c(ccc4ccccc43)nc12	·	·	0%	·	-7%	1%	·	·	·	6%
CC(=O)Nc1ccnc(-c2cccnc2)n1	8	3%	21%[7.66 µM]	0%	-7%	0%	5%	0%	13%	-1%
CCOC(=O)NC(C)N1C(=O)C2C3C=CC(C3)C2C1=O (stereo not drawn)	-27	8%	6%	4%	-3%	4%	4%	4%	10%	1%
Oc1ccccc1/C=N/Nc1nccnc1Cl	-5	-4%	23%	-1%	-7%	-1%	?	17%	3%	-6%
O=C(NC(=S)Nc1ccc(F)c([N+](=O)[O-])c1)c1ccccc1F	-4	9%	-27%	-8%	-2%	3%	-5%	?	?	-2%
Cc1ccc(-c2c(C(=O)N/N=C/c3c[nH]c4ccccc34)nnn2-c2nonc2N)cc1	-10	2%	?	-1%	1%	2%	-3%	11%	?	2%
COc1ccc(NC(=O)CN(C)C(=O)CCCc2c[nH]c3ccccc23)cc1	22	6%	13%	-9%	0%	0%	·	·	·	-4%
CCOc1ccc(NS(=O)(=O)c2ccc(SC)cc2)cc1	-3	22%	-35%[inhibitor]	2%	-12%	-1%[46.1 µM]	7%	?	22%	-6%
Cc1ccc(C)c(OCCn2cc(/C=C(/C#N)C(=O)NCC3CCCO3)c3ccccc32)c1 (stereo not drawn)	-9	20%	27%	-6%	22%	1%[46.1 µM]	32%[activator]	·	4%	-2%
Cc1ccccc1CSCC(=O)Nc1ccccc1-c1ccccc1	1	?	24%	5%	0%	-3%[46.1 µM]	2%	-3%	0%	-6%
O=C1C2=C(CCCC2)C(=O)N1CNc1ccccc1	11	1%	18%	1%	1%	-8%	-5%	5%	·	0%
CSc1ccc(S(=O)(=O)Nc2ccc(NC(C)=O)cc2)cc1	0	2%	-51%	3%	-3%	0%	-1%	3%	?	-3%
N#Cc1ccc(C(=O)Nc2nnc(-c3ccco3)o2)cc1	-2	1%	-23%	0%	0%	1%	9%	-1%	13%	-2%
CCCCCOC(=O)C1=C(C)NC(=O)NC1c1ccc2c(c1)OCO2 (stereo not drawn)	-2	1%	-26%	-8%	0%	3%	10%	2%	-3%	2%
Cc1cc(NC(=O)c2cnn3c(C(F)F)cc(-c4ccccc4)nc23)no1	-7	1%	-3%[7.66 µM]	1%	-5%	-3%	3%	7%	4%	-6%
CCCCC[C@H](O)/C=C/[C@@H]1[C@@H](C/C=C\CCCC(=O)OC)[C@@H](O)C[C@H]1O	19	2%	·	12%	-1%	1%	-22%	·	-14%	2%
CC1CN(C(=O)COC(=O)/C=C/c2cccc([N+](=O)[O-])c2)CC(C)O1 (stereo not drawn)	·	·	-6%	9%	-2%	2%	·	·	·	0%
N#Cc1ccc(C2=CC(=O)C[C@H](c3ccc4c(c3)OCO4)C2)cc1	-19	18%	-9%	15%	-3%	1%	·	·	·	-3%
O=C(Cn1cnc2c(nnn2Cc2ccc(F)cc2)c1=O)N1CCCc2ccccc21	5	-4%	3%	2%	-2%	-3%[46.1 µM]	0%	-7%	-2%	-2%
CC(C)c1cc(-c2cc(C(=O)NCc3ccccc3)on2)nc(NCC2CC2)n1	-6	-109%[inhibitor]	-41%	-32%	·	-4%	15%	0%	·	5%
O=C(N/N=C/c1ccc(OC(=O)c2ccco2)cc1)c1ccc[n+]([O-])c1	·	·	-20%	·	-5%	-3%	·	·	·	0%
Cc1cc(N2CCN(Cc3ccccc3)CC2)n2nc(C)c(-c3ccccc3)c2n1	13	-2%	24%	0%	-1%	-6%	-1%	1%	-3%	4%
COc1ccc(C2N(c3cccc(Cl)c3)C(=O)C3CCCN32)cc1 (stereo not drawn)	-1	-4%	0%	6%	1%	7%	4%	0%	0%[11.7 µM]	3%
CC1CCN(C(=O)CN(C)S(=O)(=O)c2cccc3nsnc23)CC1	5	1%	12%	-5%	-2%	6%	6%	?	9%	-1%

Some of the compounds tested; the hit share may differ from the screen's.
